Myeloid diff MLP = myeloid differentiation induction; ER-HoxA9 myeloid progenitors, lysozyme-GFP differentiation, flow cytometry; 360,000 compounds, 1% hits; AID 624256; calls only at 10 µM;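 active = normalized GFP-positive differentiation at or above the plate's own cutoff, the solvent-only control mean plus 3 SD; inconclusive = no clear call, values can overlap the other calls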;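 note: cells exposed to compound for four days before flow analysis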
RSV CPE inhibition = inhibition of RSV-induced cytopathic effect – HEp-2 cells, primary 10 µM value included (AID 2391); HEp-2 cells, RSV-induced CPE inhibition; higher % means a stronger effect; 310,000 compounds, 0.13% hits; one-dose CPE inhibition, % at 10 µM; IC50 in µM for titrated hits; in the data active = a potency from the dose series; inconclusive = CPE inhibition mostly from about 23% at the one dose, without a potency; inactive = the rest, 99 in 100 with CPE inhibition below about 21%; note: strong numbers were not always called active
Rac1 GTP hydrolysis = MgcRacGAP GTPase-activating activity inhibitors, confirmation, biochemical, ADP Hunter fluorescence; MgcRacGAP-stimulated Rac1 GTP hydrolysis, ADP Hunter fluorescence; higher % means a stronger effect; GST-tagged Rac1 F28L mutant substrate; inhibition, % at 30 µM, or IC50 in µM where a hit was titrated; 340,000 compounds, 0.6% hits; AID 624330;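 active = first-screen hits whose inhibition reached a set limit at any dose in the follow-up dose series; inconclusive = inhibition above the set first-screen limit but never retested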;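 note: fluorescence reports GDP produced by GAP-driven GTP hydrolysis; strong numbers were not always called active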
TNAP activators = stimulation of alkaline phosphatase TNAP activity – biochemical, luminescent, no phosphate acceptor, uHTS, primary screen (AID 1001); purified TNAP, luminescent activation assay, no phosphate acceptor; higher activation fold means a stronger effect; 200,000 compounds, 0.03% hits; one-dose activation fold at 20 µM; EC50 in µM for titrated hits; in the data active = activation fold from about 3, or a potency from the dose series; inactive = the rest, 99 in 100 with activation fold below about 1.6; note: many of its hits are not listed in these tables
K1F lysis inhibition = inhibition of K1F phage lysis, E. coli UTI89, bacterial capsule biogenesis inhibitors, alamar blue (AID 488966); E. coli UTI89 K1F phage lysis, alamar blue, 2 h; higher % means a stronger effect; inhibition, % at 100 µM, or IC50 in µM where a hit was titrated; 340,000 compounds, 0.02% hits;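 active = phage lysis inhibition, versus mean bacterial control, above a set limit; inconclusive = no clear call, values can overlap the other calls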;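 note: capsule biogenesis inhibitors block K1F phage lysis so surviving cells raise fluorescence; higher fluorescence means more inhibition of phage lysis; actives were called in the ten point dose series up to 300 µM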
NTR1 agonist = NTR1-driven beta-arrestin-GFP spot formation – imaging, U2OS cells, high content, primary screen (AID 493036). activation, % at 20 µM. P30989. agonist mode. 330,000 compounds, 0.17% hits;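 active = activation at or above 40% of the spot to cytoplasm intensity ratio, with at least 20 cells analyzed; inconclusive = wells under 20 cells, flagged as cytotoxic or low count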;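 note: 0% = DMSO without peptide and 100% = 100 nM NTR1 peptide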
Target sequence (P30989 whole entry, looked up): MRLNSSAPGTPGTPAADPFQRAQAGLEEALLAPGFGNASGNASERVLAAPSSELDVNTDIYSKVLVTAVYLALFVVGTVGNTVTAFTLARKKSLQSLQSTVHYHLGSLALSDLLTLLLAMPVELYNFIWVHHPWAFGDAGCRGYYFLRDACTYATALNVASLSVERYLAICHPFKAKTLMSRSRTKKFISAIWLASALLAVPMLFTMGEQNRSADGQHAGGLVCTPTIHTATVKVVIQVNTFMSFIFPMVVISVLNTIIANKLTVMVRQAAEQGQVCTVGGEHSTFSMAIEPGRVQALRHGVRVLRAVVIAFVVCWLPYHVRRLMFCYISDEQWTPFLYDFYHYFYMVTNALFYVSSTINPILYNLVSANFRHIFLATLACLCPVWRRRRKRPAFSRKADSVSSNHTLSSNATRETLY
Large T inhibition = TAg ATPase/helicase activity blockers – biochemical (AID 1903). SV40 large T antigen ATPase/helicase inhibition assay; higher % means a stronger effect. one-dose inhibition, % at 20 µM; IC50 in µM for titrated hits. 310,000 compounds, 0.39% hits; in the data active = a potency from the dose series; inconclusive = inhibition mostly from about 32% at the one dose, without a potency; inactive = the rest, 99 in 100 with inhibition below about 32%; note: strong numbers were not always called active
T cell HTS = T cell immune modulators affecting CD8 T cell-vesicle binding; 2C CD8+ T cell-vesicle binding, flow cytometry; hits give low values; calls only at 7 µM; 330,000 compounds, 0.068% hits; AID 2052;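 active = response, share of CD8 T cells binding vesicles, and their 90th percentile fluorescence all below set limits, cut at about 80% in these data, passing the limit was not always enough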
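Benchmarks: naked versus QL9-loaded vesicles / Assay system: purified 2C TCR transgenic mouse naive CD8+ T cells / Technique: high-throughput flow cytometry with anti-B7-1 and anti-CD8 staining / Timing: Cell–vesicle co-incubation 1.5 h at 37 °C, staining 20 min on ice / Read-out: percent CD8+ FL2 mean versus row control / Probe or stimulus: QL9-loaded Drosophila micro-vesicles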
PhoP inhibition = PhoP-dependent GFP reporter repression – Salmonella Typhimurium, primary screen (AID 1863) | S. Typhimurium PhoP-regulated promoter GFP reporter, 4 h; higher % means a stronger effect | inhibition, % at 50 µM; hits with a dose series show IC50 in µM | 300,000 compounds, 0.16% hits;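 active = inhibition over 29.93%, a cutoff 3 SD above the screen mean, later confirmed by dose response; inconclusive = inhibition over 29.93% but no dose response follow-up; inactive = inhibition at most 29.93% or unconfirmed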;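 note: 0% = low Mg2+ inducing control and 100% = high Mg2+ repressing control; strong numbers were not always called active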
T cell HTS vesicle-bound % = also measured in T cell HTS; calls as there; double positive events, %; measured here: CD8+ vesicle-bound cell fraction;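 binding gate set so that unloaded-vesicle control wells show 10% double positive cells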
NTR1 agonist cell count 20 µM = second read-out of NTR1 agonist, no call of its own (marks repeat the call); cell count; measured here: cell count, cytotoxicity flag
Myeloid diff MLP GFP+ MAC1+ % = further read-out of Myeloid diff MLP, marked with its call; GFP+ MAC1+ double positive, %; measured here: differentiation confirmed by MAC1 staining
Numbers without * were called inactive; i = inactive; ? = inconclusive; . = no result given; [ ] = dose if it differs, or a comment. The order is random. About 2.3% of those tested had a hit in this group.

SMILES	Myeloid diff MLP	Myeloid diff MLP GFP+ MAC1+ %	RSV CPE inhibition	Rac1 GTP hydrolysis	TNAP activators	K1F lysis inhibition	NTR1 agonist	NTR1 agonist cell count 20 µM	Large T inhibition	T cell HTS	T cell HTS vesicle-bound %	PhoP inhibition
COCC(C)NCc1cccc(OC)c1OC (centres undefined)	i	1.8	1.9%	11.6%	0.9	-1.2%	1.8	83	10.2%	i	27.4	2.0%
COc1ccc(CNC(=O)COC(=O)[C@H](Cc2c[nH]c3ccccc23)NC(=O)c2cccs2)cc1	i	1.5	5.3%	3.7%	1.1	0.1%[50 µM]	2.5	64	11.3%	i	51.1	4.5%
CCc1nnc(NC(=O)c2ccc(COc3ccccc3C)o2)s1	i	0.4	2.0%	6.8%	.	0.1%	1.9	42	5.7%	i	43.7	-2.8%
CC(C)CC(=O)N1CCN(Cc2ccccc2Br)CC1	i	0.7	2.0%	28.1%	.	0.2%	2.3	43	0.4%	i	65.3	2.5%
CCNC(=S)N/N=C/c1ccc(-c2ccccc2)o1	i	0.8	?	9.2%	0.9	0.9%[50 µM]	0.0	77	9.8%	i	45.0	-2.9%
O=C(NCCC1=CCCCC1)c1ccc([N+](=O)[O-])cc1	i	0.4	2.1%	-0.5%	1.1	1.8%	1.3	77	13.7%	i	33.0	9.5%
CCCCc1nc2cc(C(=O)NC3CCOC(C)(C)C3)ccc2o1 (centres undefined)	i	0.0	3.5%	3.8%	.	1.2%	1.9	59	6.7%	i	23.6	7.2%
COc1cc(C2SCC(=O)N2CCN2CCCCC2)ccc1O (centres undefined)	i	0.2	-1.1%	10.9%	1.1	-0.1%	0.1	46	12.1%	i	55.0	9.0%
COc1ccc(-c2ccc(-c3noc(-c4ccccc4OC)n3)c(OC)n2)cc1	i	1.2	12.7%	15.3%	1.1	1.7%	2.3	32	8.6%	i	10.1	-22.2%
CC(NC(=O)/C(C#N)=C/c1ccc(Cl)c([N+](=O)[O-])c1)c1ccccc1 (centres undefined)	.	.	-2.9%	.	1.1	.	24.2	76	5.2%	i	47.8	7.6%
COc1ccc(CCNC(=O)C2CCCN(S(=O)(=O)N3CC(C)CC(C)C3)C2)cc1OC (centres undefined)	i	1.4	0.7%	4.6%	.	0.6%	0.6	65	7.5%	i	29.1	5.5%
O=C(COC(=O)/C=C/c1ccccc1[N+](=O)[O-])NCC1CCCO1 (centres undefined)	i	0.2	0.9%	0.1%	1	0.4%	2.2	37	14.7%	i	59.4	-2.6%
O=C(NCC(O)c1ccc([N+](=O)[O-])cc1)C1=COCCO1 (centres undefined)	i	0.2	.	3.3%	.	0.7%[50 µM]	-0.8	60	.	i	46.4	.
Cc1ccc2nc3c(cc2c1)c(NC(=O)c1ccccn1)nn3CC(C)C	i	0.1	3.2%	5.7%	1	0.4%	4.5	70	2.3%	i	58.2	-12.1%
COc1cccc(N=Nc2ccc3cccnc3c2O)c1	?	.	3.6%	7.1%	.	0.0%	-0.5	102	7.5%	i	60.3	-1.3%
COc1cc(CCC(=O)NC2(C)CCS(=O)(=O)C2)cc(OC)c1OC (centres undefined)	i	0.2	0.6%	6.5%	.	0.5%[50 µM]	4.7	75	.	i	36.2	.
COc1ccc(CSc2nnnn2-c2ccccc2)cc1	i	0.2	2.1%	10.3%	1	0.5%	1.6	40	-0.2%	i	17.0	0.0%
O=C(CSc1nnc2c(n1)[nH]c1ccc(F)cc12)N1CCOCC1	i	0.2	0.0%	2.0%	1.1	0.2%	-1.3	58	5.9%	i	28.9	-3.3%
CC(C)(C)c1ccc(-c2nc(C=O)c3ccccn23)cc1	i	1.0	11.5%	-4.5%	1.1	2.6%	1.6	48	-1.0%	i	49.1	1.4%
CC12CCC(c3c(C(=O)Nc4nccs4)nn(-c4ccccc4)c31)C2(C)C (centres undefined)	?	.	16.0%	2.6%	1.1	0.7%	4.7	50	8.6%	i	23.5	15.3%
Cc1ccc(C)c(NC(=O)/C(C#N)=C/c2cn(CC(=O)NCc3ccco3)c3ccccc23)c1	i	0.8	1.5%	4.7%	1.1	1.3%	10.3	42	4.0%	i	42.0	21.6%
Cc1cc(C)nc(NCCO)n1	i	0.2	0.5%	7.8%	1.1	-0.1%	-1.1	29	1.0%	i	46.3	-0.8%
CCC(=O)Nc1ccc(NC(=O)CSc2nnnn2CC)cc1C	i	0.9	1.8%	6.5%	1.1	2.9%	-3.1	77	3.9%	i	52.7	1.1%
Nc1ccc2nc(SCC(=O)N3CCOCC3)sc2c1	i	0.2	0.1%	-4.6%	1	0.0%	0.2	46	7.7%	i	35.2	6.3%
CC(C)Cc1cc(C(C)(C)C)ccc1OC(=S)N(C)C	i	2.0	6.0%	5.4%	.	0.9%	2.5	54	8.4%	i	24.6	-7.7%

Later entries
SMILES	Myeloid diff MLP	Myeloid diff MLP GFP+ MAC1+ %	RSV CPE inhibition	Rac1 GTP hydrolysis	TNAP activators	K1F lysis inhibition	NTR1 agonist	NTR1 agonist cell count 20 µM	Large T inhibition	T cell HTS	T cell HTS vesicle-bound %	PhoP inhibition
NC1=NC[C@@H](Cc2ccc(O)cc2)N1CCCCC1CCCCC1	i	0.3	8.3%	13.2%	.	-1.7%	4.0	83	6.7%	i	39.6	31.2µM*
O=C1CCCc2c1cc(C(=O)NCc1ccco1)c(=O)n2-c1ccc(Cl)cc1	i	1.0	-0.1%	3.6%	1	0.4%	-0.1	75	26.0%	i	3.3	30.8%
O=C(CC1C(=O)NCCN1C(=O)Nc1ccc(F)cc1F)Nc1cc(Cl)ccc1Cl (centres undefined)	i	0.4	.	4.4%	.	0.8%	-0.9	51	11.7%	i	53.5	3.0%
CCCCn1c(SCc2cccnc2)nc2c1c(=O)n(C)c(=O)n2C	i	1.9	0.0%	6.6%	1.1	-1.6%	-0.9	73	1.8%	i	14.0	-1.6%
CCCCn1c(=O)[nH]c2nc3cc(NC(C)=O)ccc3nc2c1=O	i	0.2	0.9%	0.4%	.	-1.5%	0.6	37	12.5%	i	41.5	-13.5%
Cc1ccc(S(=O)(=O)NCC(=O)N/N=C/c2ccc(Cl)cc2Cl)cc1	i	1.2	2.9%	6.6%	1.2	-1.4%[50 µM]	1.7	38	15.0%	i	6.1	-2.1%
Cc1ccc(N=Cc2cc3c(cc2O)OC(N)=C(C#N)C3c2ccccc2)cc1 (centres undefined)	i	0.3	?	14.2%	1.2	1.1%	2.7	43	9.2%	i	30.7	-1.6%
Cc1c(C(=O)OC/C(O)=C(\C#N)c2nc3ccccc3[nH]2)oc2ccc(Br)cc12	i	0.0	1.5%	9.4%	.	0.1%	6.8	58	17.4%	i	19.7	-4.6%
CC(C)NC(=O)C(=O)Nc1cc2c3c(c1)CCC(=O)N3CCC2	i	6.0	1.5%	5.9%	.	0.0%	-1.0	51	2.2%	i	5.8	-2.0%
CCCCNC(=O)COC(=O)c1cc(C)nc2ccccc12	i	6.8	0.0%	7.7%	1.1	3.9%	-0.1	54	0.8%	i	34.7	-0.8%
Cc1cc(NC(=O)c2c(F)c(F)c(F)c(F)c2F)no1	.	.	0.2%	11.9%	1.1	-0.2%	4.9	77	5.2%	i	50.1	-0.4%
Cc1ccc2c(c1)C(=C(C#N)C#N)C(=O)N2CCN1CCCCC1	i	0.6	1.7%	15.3%	.	1.4%	1.8	44	27.6%	i	9.5	-2.2%
CN1CCCC(CN2c3ccccc3Sc3ccccc32)C1 (centres undefined)	i	2.6	-2.7%	10.6%	.	3.2%	0.4	58	19.6%	i	39.5	5.7%
NC(=O)c1cc(-c2ccccc2)sc1NC(=O)Cc1ccc(S(=O)(=O)N2CCOCC2)s1	i	0.5	3.1%	4.4%	1.1	0.2%	0.1	95	1.3%	i	40.7	-9.3%
Cc1cc(=O)[nH]c(-c2ccc(Cl)cc2)n1	i	0.3	.	-2.2%	.	-1.7%	-0.4	46	3.6%	i	42.0	-2.3%
O=C(O)/C=C/C(=O)c1ccc(O)cc1	i	0.8	1.7%	26.4%	.	0.1%	-1.1	58	12.0%	i	23.3	-1.8%
CCN(CC)C(=O)C(=O)c1cn(CCOc2ccccc2)c2ccccc12	i	0.3	9.2%	-3.2%	1.1	0.0%	-1.3	60	11.2%	i	51.3	-4.3%
CC/C=C\C/C=C\C/C=C\CCCCCCCC(=O)O	i	3.2	-0.3%	1.4%	.	-4.2%	-1.1	47	?	i	61.0	3.5%
COc1cccc(NC(=S)N(CCN(C)C)C(C)c2ccco2)c1 (centres undefined)	i	0.3	0.6%	1.8%	1	5.1%	-0.7	48	12.2%	i	45.0	-14.3%
Nc1nonc1-n1nnc(C(=O)N/N=C/c2c(F)cccc2Cl)c1-c1ccc2c(c1)OCO2	i	0.5	0.0%	1.3%	.	0.1%	5.3	67	0.6%	i	22.0	-8.6%
O=C(c1ccc([N+](=O)[O-])cc1)N1CCN(C(=O)c2cccs2)CC1	i	0.6	0.3%	1.4%	1.2	3.4%	3.9	55	7.9%	i	29.0	1.8%
CCCCCc1c(C)nc(Nc2ccc(F)cc2)[nH]c1=O	i	0.6	1.8%	14.1%	1	1.4%	7.4	47	10.3%	i	30.1	2.9%
O=C(N/C=N/O)C(c1ccccc1)c1ncc(C(F)(F)F)cc1Cl (centres undefined)	i	0.3	-0.5%	7.4%	.	-0.1%	-2.6	87	2.6%	i	36.1	17.2%
Cc1cc(=O)oc2cc(OCC(=O)Nc3ccc(CN4CCOCC4)cc3)ccc12	i	0.4	-0.3%	5.3%	.	0.2%	0.6	64	21.1%	i	17.9	1.3%
CC(C)c1ccc(N(CC(=O)NCc2ccc(F)cc2)C(=O)c2csnn2)cc1	i	1.4	5.4%	4.4%	1.1	3.2%	0.4	30	-6.0%	i	28.4	3.6%
COc1ccc(Cl)cc1NC(=O)c1nnn(CC(=O)Nc2ccc3c(c2)OCO3)c1N	?	.	5.8%	-2.2%	.	0.4%	1.2	55	3.7%	i	16.0	-6.3%
CC1CN(C(=O)C(C)Sc2nc3ccccc3s2)CC(C)O1 (centres undefined)	i	0.9	2.3%	1.5%	1	3.4%	-0.7	55	7.3%	i	62.8	-6.2%
O=C(N/N=C/c1ccco1)C1COc2ccccc2O1 (centres undefined)	i	0.6	0.4%	9.9%	1	4.0%	-1.3	45	10.2%	i	33.7	2.5%

Screens from PubChem BioAssay.
